Compound activity as filed in PubChem BioAssay.
Large T inhibition – SV40 large T antigen inhibitors, biochemical (AID 1903) | SV40 large T antigen ATPase/helicase inhibition assay; higher % means a stronger effect | actives 0.39% (n = 310,000) | inhibition, % at 20 µM; hits with a dose series show IC50 in µM; in the data active means a potency from the dose series; inconclusive means inhibition mostly from about 32% at the one dose, without a potency; inactive means the rest, 99 in 100 with inhibition below about 32%; further: strong numbers were not always called active
PhoP inhibition – inhibitors of PhoP regulon expression, primary screen, Salmonella Typhimurium, GFP reporter (AID 1863); S. Typhimurium PhoP-regulated promoter GFP reporter, 4 h; higher % means a stronger effect; actives 0.16% (n = 300,000); one-dose inhibition, % at 50 µM; IC50 in µM for titrated hits;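 active means inhibition over 29.93%, a cutoff 3 SD above the screen mean, later confirmed by dose response; inconclusive means inhibition over 29.93% but no dose response follow-up; inactive means inhibition at most 29.93% or unconfirmed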;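 further: 0% = low Mg2+ inducing control and 100% = high Mg2+ repressing control; strong numbers were not always called active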
RSV CPE inhibition – RSV antiviral activity via CPE protection, HEp-2 cells, primary 10 µM value included (AID 2391). HEp-2 cells, RSV-induced CPE inhibition; higher % means a stronger effect. CPE inhibition, % at 10 µM; hits with a dose series show IC50 in µM. actives 0.13% (n = 310,000); in the data active means a potency from the dose series; inconclusive means CPE inhibition mostly from about 23% at the one dose, without a potency; inactive means the rest, 99 in 100 with CPE inhibition below about 21%; further: strong numbers were not always called active
Myeloid diff 2 – induction of myeloid progenitor differentiation, primary screen, cell-based, flow cytometry, MLPCN library; ER-HoxA9 myeloid progenitors, lysozyme-GFP differentiation; calls only at 10 µM; actives 1% (n = 360,000);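 active means normalized GFP-positive differentiation at or above the plate's own cutoff, the solvent-only control mean plus 3 SD; inconclusive means no clear call, values can overlap the other calls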;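 further: cells exposed to compound for four days before flow analysis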
T cell modulator – modulators of CD8 T cell-vesicle binding, primary screen, mouse 2C CD8+ T cells, flow cytometry; 2C CD8+ T cell-vesicle binding; active compounds read low; calls only at 7 µM; actives 0.068% (n = 330,000); AID 2052, 2009;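 active means response, share of CD8 T cells binding vesicles, and their 90th percentile fluorescence all below set limits, cut at about 80% in these data, passing the limit was not always enough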
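Material: 2C TCR transgenic mouse naive CD8+ T cells, MACS-purified. Also added: QL9-charged Drosophila Ld/ICAM-1/B7-1 vesicles. Timing: binding 1.5 h at 37 °C. Measured by: high-throughput flow cytometry with anti-B7-1 and anti-CD8 staining. Read-out: percent CD8+ FL2 mean versus row control. Controls: Unloaded micro-vesicles (low), QL9 vesicles with 0.7% DMSO (high).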
WT yeast gro inh – growth inhibition of WT strain, primary screen, mitochondrial fusion inhibitor project, WT and mutant strains, chemical genetic; mitochondrial fusion phenotypic screen; inhibition, % at 10 µM; actives 2.1% (n = 190,000); AID 1362, 2008; in the data active means inhibition above about 58%; tested in S. cerevisiae
West Nile virus CPE – West Nile virus antiviral activity, cell-based, CPE readout (AID 1621) | West Nile virus-infected cells, CPE inhibition; higher % means a stronger effect | actives 0.02% (n = 290,000) | CPE inhibition, % at 10 µM; hits with a dose series show IC50 in µM; in the data active means a potency from the dose series; inconclusive means CPE inhibition mostly from about 3.7% at the one dose, without a potency; inactive means the rest, 99 in 100 with CPE inhibition below about 2.2%; further: strong numbers were not always called active
MgcRacGAP inhibition – MgcRacGAP GTPase-activating activity inhibitors, confirmation, biochemical, ADP Hunter fluorescence | AID 624330, 2012 | one-dose inhibition, % at 30 µM; IC50 in µM for titrated hits | actives 0.6% (n = 340,000) | MgcRacGAP-stimulated Rac1 GTP hydrolysis, ADP Hunter fluorescence; higher % means a stronger effect; GST-tagged Rac1 F28L mutant substrate | Rac GTPase-activating protein 1 (Homo sapiens);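 active means first-screen hits whose inhibition reached a set limit at any dose in the follow-up dose series; inconclusive means inhibition above the set first-screen limit but never retested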;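 further: fluorescence reports GDP produced by GAP-driven GTP hydrolysis; strong numbers were not always called active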
b-catenin transl – modulators of beta-catenin nuclear translocation, primary screen, imaging, HeLa cells, immunofluorescence, high-content. nuclear translocation activity, % at 5 µM. actives 0.3% (n = 190,000);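 active means nuclear translocation activity above 50% at 5 µM, with a well cell count of 50 or more; inconclusive means wells under 50 cells across six images, flagged as toxic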;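 further: per-cell ratio of nuclear to cytoplasmic median beta-catenin stain intensity; plate controls were DMSO negative control for no effect and GSK-3 inhibitor IX positive control for full effect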
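test system = HeLa cells, endogenous beta-catenin | dosing = single 5 µM dose plus 0.02–20 µM confirmation series | times = compound treatment 24 h, 37°C, 5% CO2 | technique = beta-catenin immunofluorescence imaging with DAPI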
WT yeast gro inh mutant strain – also measured in WT yeast gro inh; calls as there; inhibition, %; mitochondrial fusion phenotypic screen, mutant strain inhibition
b-catenin transl cell count 5 µM – also measured in b-catenin transl; calls as there; cell count; measured here: cell count, cytotoxicity flag
T cell modulator vesicle-bound % – second read-out of T cell modulator, no call of its own (marks repeat the call); double positive events, %; measured here: CD8+ vesicle-bound cell fraction;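 binding gate set so that unloaded-vesicle control wells show 10% double positive cells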
Myeloid diff 2 GFP+ MAC1+ % – second read-out of Myeloid diff 2, no call of its own (marks repeat the call); GFP+ MAC1+ double positive, %; measured here: differentiation confirmed by MAC1 staining
* marks the source's active call; other numbers are inactive results; i = inactive; u = inconclusive; x = no result given.

SMILES	Large T inhibition	PhoP inhibition	RSV CPE inhibition	Myeloid diff 2	Myeloid diff 2 GFP+ MAC1+ %	T cell modulator	T cell modulator vesicle-bound %	WT yeast gro inh	WT yeast gro inh mutant strain	West Nile virus CPE	MgcRacGAP inhibition	b-catenin transl	b-catenin transl cell count 5 µM
NC(=O)CC1SC(N)=NC1=O (centres undefined)	0%	13%	0.7%	i	0.5	i	42	-1	-25	0.1%	6%	-0.9	1199
Cc1cc(NC(=O)CSc2nnc(-c3ccccc3Cl)o2)no1	4%	-1%	1.2%	i	0.5	i	22	x	x	-1.0%	10%	x	x
O=C(Oc1ccc(/C=N/O)cc1)c1ccccc1Cl	7%	0%	3.0%	i	0.6	i	63	5	15	0.2%	27%	-2.1	1061
Cc1cc(O)c(-c2n[nH]c3c2C(c2cccc(O)c2)N(Cc2cccnc2)C3=O)cc1Cl (centres undefined)	4%	-9%	-0.4%	i	0.9	i	39	8	-9	0.1%	8%	0.4	1130
O=C(Nc1ccc(Cl)c(Cl)c1)O/N=C/c1ccncc1	11%	-1%	13%	i	0.3	i	13	74*	72*	-1.3%	4%	1.9	1026
CCOc1ccccc1C(=O)OC(C)C(=O)Nc1ccc(S(=O)(=O)N2CCCC2)cc1 (centres undefined)	x	x	1.0%	i	2.5	i	48	x	x	x	6%	x	x
CC12CCC(C(=O)N(NC(=O)c3cccnc3)C1=O)C2(C)C (centres undefined)	10%	3%	-0.8%	i	0.5	i	37	-4	-9	0.2%	5%	-1.1	1028
COc1cccc(C(=O)NCC(c2ccc3c(c2)OCO3)N2CCN(c3ccc(F)cc3)CC2)c1 (centres undefined)	13%	0%	17%	i	2.1	i	32	x	x	x	7%	x	x
Cc1nc2sccn2c(=O)c1S(=O)(=O)Nc1ccc(N2CCN(S(C)(=O)=O)CC2)cc1	14%	12%	-0.7%	i	1.2	i	23	x	x	0.7%	10%	x	x
Cc1ccn2cc(CCNC(=O)C3CC=CCC3C(=O)O)nc2c1 (centres undefined)	7%	x	14%	i	0.6	i	33	x	x	-0.5%	10%	2.6	1236
Cc1c(C(=O)N2CCN(Cc3ccccc3)CC2)oc2c1C(=O)CCC2	6%	-3%	2.6%	i	0.7	i	43	x	x	-0.3%	5%	x	x
COc1ccc(-c2nn(-c3ccccc3)cc2/C=N/NC(N)=S)cc1OC	10%	8%	-0.2%	i	0.5	i	39	-13	16	-0.1%	3%	x	x
Nc1nc2ncc(-c3ccsc3)c(N)n2n1	10%	-7%	1.4%	i	0.3	i	55	4	5	-0.7%	3%	-3.5	1137
COc1ccc(OCc2cc(C(=O)NCc3cccc(C)n3)no2)c(Cl)c1	5%	-6%	1.6%	i	1.1	i	29	x	x	-0.9%	9%	x	x
CC(=O)c1sc(NC(=O)c2c(F)cccc2F)nc1-c1ccccc1	2%	3%	4.9%	i	0.2	i	47	27	22	0.3%	10%	-2.3	1060

Rewritten bar-delimited: 4 of the compounds above.
SMILES | Large T inhibition | PhoP inhibition | RSV CPE inhibition | Myeloid diff 2 | Myeloid diff 2 GFP+ MAC1+ % | T cell modulator | T cell modulator vesicle-bound % | WT yeast gro inh | WT yeast gro inh mutant strain | West Nile virus CPE | MgcRacGAP inhibition | b-catenin transl | b-catenin transl cell count 5 µM
CCOc1ccccc1C(=O)OC(C)C(=O)Nc1ccc(S(=O)(=O)N2CCCC2)cc1 (centres undefined) | x | x | 1.0% | i | 2.5 | i | 48 | x | x | x | 6% | x | x
O=C(Oc1ccc(/C=N/O)cc1)c1ccccc1Cl | 7% | 0% | 3.0% | i | 0.6 | i | 63 | 5 | 15 | 0.2% | 27% | -2.1 | 1061
COc1ccc(-c2nn(-c3ccccc3)cc2/C=N/NC(N)=S)cc1OC | 10% | 8% | -0.2% | i | 0.5 | i | 39 | -13 | 16 | -0.1% | 3% | x | x
NC(=O)CC1SC(N)=NC1=O (centres undefined) | 0% | 13% | 0.7% | i | 0.5 | i | 42 | -1 | -25 | 0.1% | 6% | -0.9 | 1199

Three compounds already listed, arranged by the value under West Nile virus CPE, lowest first:
Molecule,Large T inhibition,PhoP inhibition,RSV CPE inhibition,Myeloid diff 2 GFP+ MAC1+ %,T cell modulator,T cell modulator vesicle-bound %,WT yeast gro inh mutant strain,West Nile virus CPE,MgcRacGAP inhibition
Nc1nc2ncc(-c3ccsc3)c(N)n2n1,10%,-7%,1.4%,0.3,i,55,5,-0.7%,3%
COc1ccc(-c2nn(-c3ccccc3)cc2/C=N/NC(N)=S)cc1OC,10%,8%,-0.2%,0.5,i,39,16,-0.1%,3%
O=C(Oc1ccc(/C=N/O)cc1)c1ccccc1Cl,7%,0%,3.0%,0.6,i,63,15,0.2%,27%

By substructure, those above containing fluorine
SMILES	Large T inhibition	PhoP inhibition	RSV CPE inhibition	Myeloid diff 2	Myeloid diff 2 GFP+ MAC1+ %	T cell modulator	T cell modulator vesicle-bound %	WT yeast gro inh	WT yeast gro inh mutant strain	West Nile virus CPE	MgcRacGAP inhibition	b-catenin transl	b-catenin transl cell count 5 µM
COc1cccc(C(=O)NCC(c2ccc3c(c2)OCO3)N2CCN(c3ccc(F)cc3)CC2)c1 (centres undefined)	13%	0%	17%	i	2.1	i	32	x	x	x	7%	x	x
CC(=O)c1sc(NC(=O)c2c(F)cccc2F)nc1-c1ccccc1	2%	3%	4.9%	i	0.2	i	47	27	22	0.3%	10%	-2.3	1060

Next section:
SMILES	Large T inhibition	PhoP inhibition	RSV CPE inhibition	Myeloid diff 2	Myeloid diff 2 GFP+ MAC1+ %	T cell modulator	T cell modulator vesicle-bound %	WT yeast gro inh	WT yeast gro inh mutant strain	West Nile virus CPE	MgcRacGAP inhibition	b-catenin transl	b-catenin transl cell count 5 µM
Cc1ccc(NC(=O)CCC(=O)N/N=C/c2cccs2)cc1	12%	1%	3.1%	i	0.3	i	46	1	-1	-0.3%	4%	-0.7	560
Cc1nnsc1S(=O)c1ccc(Cl)cc1 (centres undefined)	13%	7%	4.8%	u	x	i	59	x	x	-0.4%	23%	x	x
CCOc1ccc(Nc2ncnc3c2nnn3Cc2ccccc2)cc1	-4%	13%	0.6%	i	0.8	i	38	x	x	-0.8%	-12%	x	x
COC(=O)c1nn(-c2ccccc2)c(Cl)c1/C=N/OCc1c(Cl)cccc1Cl	6%	x	1.2%	i	0.2	i	56	x	x	x	6%	x	x
CC(=O)N1CCN(C(=O)c2cc(S(=O)(=O)N3CCCCC3)ccc2Cl)CC1	25%	-1%	1.0%	i	1.3	i	60	x	x	x	5%	x	x
COc1cc(OC)c(S(=O)(=O)N2CCN(C(=O)c3ccco3)CC2)cc1NC(C)=O	9%	-3%	0.2%	i	0.5	i	16	x	x	-0.4%	9%	x	x
Clc1ccc2[nH]cc(-c3nnnn3-c3ccc4ccccc4c3)c2c1	1%	-2%	0.5%	i	0.2	i	61	8	-8	-0.6%	2%	3.0	1001
Cc1cc(-n2cccn2)ccc1CN1CCN(C2CCCC2)C(CCO)C1 (centres undefined)	6%	-1%	-3.6%	i	0.7	i	46	10	8	-1.8%	2%	3.0	882
CCOCc1nnc(NC(=O)C2CCN(C(=O)c3ccco3)CC2)s1	14%	-2%	0.0%	i	0.7	i	42	x	x	-0.1%	3%	x	x
O=S(=O)(c1cccc(F)c1)N1CCN(c2ncnc3scc(-c4ccc(F)cc4)c23)CC1	11%	0%	2.8%	i	1.5	i	56	x	x	x	4%	x	x
COc1ccc(C(=O)N[C@H](C(=O)NCc2cccs2)C(C)C)cc1	7%	7%	1.6%	i	0.3	i	33	-8	6	-0.3%	4%	1.4	1053
COc1ccc(NC(=S)Nc2cc(C)[nH]n2)cc1Cl	11%	x	4.5%	i	0.0	i	48	x	x	0.3%	-8%	-0.1	1337
C=CCOC(=O)C1=C(C)NC(=S)C(C#N)(CC=C)C1c1ccccc1Cl (centres undefined)	9%	-7%	8.3%	i	0.3	i	30	x	x	0.1%	x	-2.1	1132
CC(C)CN1C(=O)c2ccc(NC(=O)c3cccs3)cc2C1=O	-1%	-1%	4.7%	i	5.5	i	46	4	-3	-0.5%	-2%	5.0	1122
O=S(=O)(c1ccccc1F)N1CCN(CC(O)c2ccccc2)CC1 (centres undefined)	10%	-6%	1.2%	i	0.2	x	x	-12	-1	0.0%	-4%	-2.5	1116
Cc1no[n+]([O-])c1COc1ccc(/C=C(\C#N)C(N)=O)cc1	7%	-10%	4.8%	i	0.1	i	52	-11	15	-0.2%	3%	-2.0	489
COc1ccc(C(=O)CSc2nnc(CNc3ccc(C)cc3C)n2Cc2ccco2)cc1	38%	-3%	18%	i	0.5	i	16	6	14	-1.4%	5%	-4.1	1079
CCn1nc(C)cc1C(=O)N1CCCC(N2CCN(c3cccc(Cl)c3)CC2)C1 (centres undefined)	16%	0%	17%	i	0.4	i	32	x	x	-1.1%	8%	x	x
COc1ccc(NC(=O)CNC(=O)Cn2cnc3sc4c(c3c2=O)CCCC4)cc1OC	14%	-1%	0.3%	i	4.6	i	47	x	x	-0.5%	7%	x	x
Cc1cc(OCC(=O)NCC(O)c2ccccc2)c2c(C)cc(=O)oc2c1 (centres undefined)	9%	7%	4.3%	i	6.6	i	32	x	x	-0.4%	14%	x	x
CCc1ccc(NC(=O)N2CCC(c3ccccc3)C2)cc1 (centres undefined)	10%	-2%	1.3%	i	0.2	i	33	0	1	-0.3%	1%	-0.7	1129
CCc1ccccc1NC(=O)c1cnc2n(c1=O)CCS2	1%	2%	1.0%	i	1.4	i	27	10	3	0.1%	-3%	2.3	1094
Cc1cc(C)n2nc(C(=O)Nc3ccc(S(=O)(=O)N(C)C)cc3)nc2n1	6%	-2%	1.6%	i	0.5	i	38	x	x	-0.1%	12%	0.9	1283
